Screening results (PubChem BioAssay)
mIDH1 inhibitor = blocks human mutant IDH1 R132H enzyme; IDH1-R132H enzyme, NADPH consumption, diaphorase/resazurin fluorescence; O75874; 390,000 compounds, 0.093% hits; AID 602179; Potency, µM (series often up to 76.6 µM), inactives show at the top dose activity change, negative = inhibition, most hits filed as inhibitors; also: potency is read from the fitted curve at half-maximal effect; % is scaled to controls: 0 for no effect and ±100 for the full control effect; nearly all actives have a fitted effect of over 65% in size
Target sequence (O75874 whole entry R132H, stated change not applied): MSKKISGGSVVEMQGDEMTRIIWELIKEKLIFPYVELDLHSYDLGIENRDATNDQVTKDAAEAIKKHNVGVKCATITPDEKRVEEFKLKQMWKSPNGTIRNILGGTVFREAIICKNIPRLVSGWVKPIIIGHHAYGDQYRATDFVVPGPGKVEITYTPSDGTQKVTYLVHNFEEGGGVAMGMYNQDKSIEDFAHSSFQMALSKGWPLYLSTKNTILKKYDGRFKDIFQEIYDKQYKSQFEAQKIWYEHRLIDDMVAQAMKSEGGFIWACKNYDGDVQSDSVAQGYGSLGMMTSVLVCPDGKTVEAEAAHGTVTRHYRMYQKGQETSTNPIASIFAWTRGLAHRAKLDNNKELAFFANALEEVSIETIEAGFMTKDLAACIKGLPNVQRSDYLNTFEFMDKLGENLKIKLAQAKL
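IDH1-R132H (0.5 ug/mL dispensed) in pH 7.5 Tris buffer was preincubated 30 min with compound, then given a substrate mix of 0.016 mM NADPH and 2 mM alpha-KG for 80 min at room temperature; remaining NADPH was read by diaphorase/resazurin fluorescence.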
USP1-UAF1 inh = blocks the human USP1/UAF1 deubiquitinase complex; recombinant USP1/UAF1, Ub-Rhodamine cleavage fluorescence; Potency, µM (highest dose often 57.1 µM), for inactives: top-dose activity change, negative = inhibition, hits mostly inhibitors; 390,000 compounds, 0.23% hits; AID 743255; also: potency is read from the fitted curve at half-maximal effect; % is scaled to controls: 0 for no effect and ±100 for the full control effect; nearly all actives have a fitted effect of over 60% in size; inactives centre near -12
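USP1/UAF1 complex (1 nM) preincubated 15 min at room temperature with compound, then Ub-Rho substrate (150 nM final) added. Kinetic fluorescence at 480/540 nm over 6 reads at 60 s intervals; 50 mM HEPES pH 7.8, 0.5 mM EDTA, 0.1 mg/ml BSA, 1 mM TCEP, 0.01% Tween-20.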
TrxR1 substrate = is turned over as a substrate by rat TrxR1 | Potency, µM (doses to about 114 µM), for the others: at the highest dose activity change, negative = substrate turnover | AID 588456 | O89049 | purified TrxR1 substrate turnover, NADPH consumption readout | 390,000 compounds, 0.01% hits; also: potency is read from the fitted curve at half-maximal effect; % is scaled to controls: 0 for no effect and ±100 for the full control effect; nearly all actives have a fitted effect of over 50% in size
Target sequence (O89049 whole entry, looked up): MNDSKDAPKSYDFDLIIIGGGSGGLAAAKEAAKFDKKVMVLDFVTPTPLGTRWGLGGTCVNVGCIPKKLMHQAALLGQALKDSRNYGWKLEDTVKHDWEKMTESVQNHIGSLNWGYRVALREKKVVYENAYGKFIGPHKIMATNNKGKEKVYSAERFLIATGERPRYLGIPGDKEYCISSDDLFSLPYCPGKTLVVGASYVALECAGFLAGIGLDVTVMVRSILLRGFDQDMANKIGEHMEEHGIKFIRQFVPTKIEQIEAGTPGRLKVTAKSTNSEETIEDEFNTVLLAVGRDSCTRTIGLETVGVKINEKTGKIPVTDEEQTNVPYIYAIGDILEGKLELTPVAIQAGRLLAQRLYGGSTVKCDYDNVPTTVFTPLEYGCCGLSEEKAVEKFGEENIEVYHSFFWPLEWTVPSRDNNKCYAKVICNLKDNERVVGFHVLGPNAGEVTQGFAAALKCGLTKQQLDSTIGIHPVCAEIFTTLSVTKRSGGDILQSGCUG
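Rat TrxR1, dispensed at 90 nM, was prereduced with 400 uM NADPH (final) for 5 min at ~22 deg C, then incubated with compound 15 min before 400 uM selenite. A first-read NADPH fluorescence drop versus no-compound background flagged substrates.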
rTrxR1 inhibitor = inhibitors of rat thioredoxin reductase 1; O89049; recombinant rTrxR1, NADPH fluorescence consumption, selenite substrate; Potency, µM (doses to about 114 µM), for the others: top-dose activity change, negative = inhibition, most hits filed as inhibitors; 390,000 compounds, 1% hits; AID 588453; also: potency is read from the fitted curve at half-maximal effect; % is scaled to controls: 0 for no effect and ±100 for the full control effect; nearly all actives have a fitted effect of over 65% in size
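Rat TrxR1 (90 nM in the dispensed reagent) was pre-reduced with 400 uM NADPH for 5 min at room temperature, then incubated with compound for 15 min. After 400 uM selenite was added, NADPH fluorescence (Ex 340/Em 450 nm) was followed for 8 min.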
TRHR PAM = allosterically enhances the human TRH receptor. TRHR cells, fluo-8 calcium fluorescence, EC20 TRH enhancement. enhancement, % at 2 µM. 360,000 compounds, 0.66% hits. AID 493056; in the data active = enhancement above about 30%; also: 0% is about no effect
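TRHR-expressing cells loaded with fluo-8 calcium dye were read kinetically (ex 480/em 530) during compound addition, then stimulated with an EC20 of TRH (10 nM final). Enhancement of the Gq-mediated intracellular calcium response was scored.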
D2 antagonist = D2 dopamine receptor (human) antagonism; P14416; HEK293 TREx D2 cells, calcium flux, dopamine EC80; inhibition, % at 10 µM; 340,000 compounds, 2% hits; in the data active = inhibition above about 30%; also: 0% is about no effect
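Tetracycline-induced HEK293 TREx cells expressing D2 receptor forced-coupled to calcium signalling, loaded with no-wash calcium dye. Compounds added and calcium flux read 180 s, then dopamine added at EC80 and read a further 180 s.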
D2 agonist = agonists of human D2 dopamine receptor; activation, % at 2 µM; HEK293 T-REx D2 cells, calcium flux agonist mode; 340,000 compounds, 0.53% hits;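 active = activation over 3 SD above normal in the single-dose calcium agonist read, cut at about 30% in these data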; also: 0% is about no effect
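HEK293 Trex D2 cells, tetracycline-induced, o/n 30 C 5% CO2; no-wash Ca dye, RT 30–90 min; 10-cycle baseline, 23 nl cpd added, kinetic Ca read 180 s; agonist hits = positive Ca response.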
Pin1 inh = human Pin1 inhibition; Q13526; Pin1 FP peptide displacement, HiFluor488, 10 min; Potency, µM (top dose mostly 115 µM), inactives show top-dose activity, negative = inhibition, actives largely listed as inhibitors; 390,000 compounds, 0.009% hits; AID 504891; active = well fitted inhibition curve with a large enough effect in the polarisation, with a control signal flat, not every such curve was filed as active; inconclusive = small, poorly fitted or top-dose-only effect, or effect the other way, or a change in a side signal; inactive = no such curve, though single readings can be large or run the other way; the % refers to the polarisation; also: potency is read from the fitted curve at half-maximal effect; % is scaled to controls: 0 for no effect and ±100 for the full control effect
Target sequence (Q13526 whole entry, looked up): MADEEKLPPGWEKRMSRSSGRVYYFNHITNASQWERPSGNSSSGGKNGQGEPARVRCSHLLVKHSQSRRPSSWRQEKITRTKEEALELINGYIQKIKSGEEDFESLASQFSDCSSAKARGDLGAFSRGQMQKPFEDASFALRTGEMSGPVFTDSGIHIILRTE
TRHR agonist = agonists of human TRH receptor | P34981 | TRHR cells, calcium flux fluo-8, FDSS agonist mode | activation, % at 2 µM | 360,000 compounds, 0.18% hits | AID 493084; in the data active = activation above about 30%; also: 0% is about no effect
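Agonist-mode FDSS calcium read (Ex 480/Em 530, 1 s cycles) in 1536-well TRHR cells with fluo-8 dye, after 10-cycle baseline and 23 nL compound addition; TRH at EC20 (10 nM final) added afterwards for the enhancer phase.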
* marks the source's active call; other numbers are inactive results; ? = inconclusive; nt = not tested or not shown; & = joins results of further samples; ! = a repeat was not active; [ ] = dose if it differs, or a comment. Unless noted, calls follow the shape of the dose curve; as a rule, active = well fitted inhibition curve with a large enough effect; inconclusive = small, poorly fitted or top-dose-only effect; inactive = no such curve, though single readings can be large or run the other way. A portion of the library; count on the stated rates, not on these rows.

SMILES | mIDH1 inhibitor | USP1-UAF1 inh | TrxR1 substrate | rTrxR1 inhibitor | TRHR PAM | D2 antagonist | D2 agonist | Pin1 inh | TRHR agonist
CCOC(=O)c1oc2ccccc2c1N | -5.3% | 3.2% | 18.9% | 2.5% | 0.6 | -14.4 | -0.1 | 5.4% | 0.0
O=C(CSCc1c(Cl)cccc1Cl)Nc1nccs1 | 0.5% | -19.8% | -6.1% | -6.0% | 2.1 | -4.2 | -0.7 | ? | 0.0
CC(=O)c1c(C)[nH]c(C(=O)/C(C#N)=C/c2cccc(C)c2)c1C | -6.4% | ? | -2.9% | ? | -3.2 | 5.9 | 0.7 | ? | 1.9
Cc1ccc(NC(=O)CSc2nc3c(oc4ccccc43)c(=O)n2Cc2ccco2)cc1 | -8.6% | -13.4% | 3.0% | 25.7% | 2.2 | nt | 0.5 | -0.9% | -0.1
Cc1cccc(NC2(C(F)(F)F)N=C(c3ccccc3)NC2=O)n1 (centres undefined) | 0.6% | -14.3% | 8.8% | 28.6% | -5.2 | -1.2 | 0.7 | -8.5% | 3.6
Cc1ccc(C(=O)c2coc3ccc(O)c(Cl)c23)cc1 | 18.5% | -6.0% | -11.9% | -13.2% | 9.9 | -5.9 | -0.4 | ? | -1.9
O=C(COc1ccccc1F)NNC(=O)c1ccc(F)c(S(=O)(=O)N2CCOCC2)c1 | 1.5% | -13.8% | 9.6%[57.1 µM] | 10.1%[57.1 µM] | nt | nt | nt | -6.4% | nt
CCc1ccc(-c2csc(NC(=O)Oc3ccccc3)n2)cc1 | 4.9% | -17.2% | -21.0%[57.1 µM] | 14.4%[57.1 µM] | 3.9 | -9.4 | 0.2 | 1.4% | -0.2
Cc1noc(C)c1S(=O)(=O)Nc1ccc2c(c1)C(=O)N([C@H](C)CO)C[C@H](C)[C@@H](CN(C)C(=O)Nc1ccccc1)O2 | 2.7% | -8.5% | 6.3% | -2.8% | nt | nt | nt | 1.4% | nt
COc1ccc(C2CC(=O)c3cnc(NC(=O)c4ccccc4)nc3C2)cc1OC (centres undefined) | 17.6% | -15.5% | 5.5% | 3.3% | 2.5 | 8.2 | 0.3 | 1.0% | -0.4
COc1ccc(NC(=O)C2CCCN(S(=O)(=O)c3cccc4nonc34)C2)cc1OC (centres undefined) | -7.8% | -18.8% | 3.9% | 7.6% | 12.6 | nt | nt | 17.9% | 1.1
Cc1ccc(NS(=O)(=O)c2cc(NC(=O)c3ccc4c(c3)NC(=O)CS4)ccc2C)c(C)c1 | -4.2% | -13.2% | 6.8%[57.1 µM] | 11.7%[57.1 µM] | 15.3 | 5.7 | 0.1 | 11.5% | 0.9

In a second layout: entries from further up
Values run as follows: mIDH1 inhibitor	USP1-UAF1 inh	TrxR1 substrate	rTrxR1 inhibitor	TRHR PAM	D2 antagonist	D2 agonist	Pin1 inh	TRHR agonist
Cc1noc(C)c1S(=O)(=O)Nc1ccc2c(c1)C(=O)N([C@H](C)CO)C[C@H](C)[C@@H](CN(C)C(=O)Nc1ccccc1)O2
  2.7%	-8.5%	6.3%	-2.8%	nt	nt	nt	1.4%	nt
Cc1cccc(NC2(C(F)(F)F)N=C(c3ccccc3)NC2=O)n1 (centres undefined)
  0.6%	-14.3%	8.8%	28.6%	-5.2	-1.2	0.7	-8.5%	3.6

Further compounds:
SMILES | mIDH1 inhibitor | USP1-UAF1 inh | TrxR1 substrate | rTrxR1 inhibitor | TRHR PAM | D2 antagonist | D2 agonist | Pin1 inh | TRHR agonist
CN(C(=O)CSc1nnnn1C)C1(C#N)CCCCC1 | -9.2% | -26.2% | -1.8% | 7.1% | -1.2 | -5.8 | 0.5 | 1.2% | 0.5
COc1ccccc1CNS(=O)(=O)c1cc(Br)cc2c1N(C(=O)C1CC1)CC2 | -6.1% | -21.9% | 8.3%[2.29 µM] | 22.3% | -0.2 | nt | 0.3 | -6.4% | -0.1
CCOC(=O)C1CCCN(C(=O)c2ccc(C)c(NC(=O)C3=C(C)OCCS3)c2)C1 (centres undefined) | -7.5% | 0.1% | -2.2% | 3.1% | 6.0 | -0.1 | -2.9 | -1.2% | -0.2
CCN(CC)C(=O)C1CCCN(c2ccc([N+](=O)[O-])cc2/C=N/NC(=O)c2ccc([N+](=O)[O-])cc2)C1 (centres undefined) | 9.0% | -19.6% | 8.7% | 32.7% | nt | nt | nt | 0.6% | nt
Cc1cc(=O)[nH]c(S)c1C#N | nt | nt | nt | nt | -2.9 | -15.9 | 0.4 | nt | -1.1
O=C(O)c1cccc(-c2ccc(/C=N/n3cnc4sc5c(c4c3=O)CCCC5)o2)c1 | nt | nt | nt | nt | -1.9 | 8.6 | 0.1 | nt | 0.4
CC(=O)N1c2ccc(S(=O)(=O)NCc3ccco3)cc2CC1C (centres undefined) | 4.4% | -15.7% | 10.1% | 20.6% | 23.8 | -1.0 | 1.7 | -3.4% | 0.2
Cc1cccc(NC(=O)Cn2cnc3sc(C)c(S(=O)(=O)N4CCC(C)CC4)c3c2=O)n1 | -1.8% | -16.0% | -1.6% | -7.0% | 4.2 | 31.6* | -0.5 | -1.4% | -1.8
CCOc1ccc(C(=O)NC2CCCCCCC2)cc1 | 8.3% | -15.3% | -15.0%[57.1 µM] | 15.7%[57.1 µM] | nt | nt | nt | -1.9% | nt
CCCc1cc(=O)[nH]c(SCC(=O)N2CCN(S(=O)(=O)c3ccc(C)cc3)C2)n1 | -0.6% | -8.9% | -0.4% | 6.7% | -0.7 | -1.6 | -1.3 | -9.9% | -0.3
Cc1cc(OC(=O)c2ccccc2C(F)(F)F)c([N+](=O)[O-])c(=O)[nH]1 | 14.1% | -24.9% | -7.3% | -19.7% | 6.2 | -1.3 | 0.2 | 3.6% | -0.5
S=C(NCC(c1cccnc1)N1CCOCC1)NC1CCCCC1 (centres undefined) | -6.1% | -8.6% | 2.9% | 21.2% | 1.4 | -7.2 | 0.5 | -2.8% | 0.3
COc1ccc(NC(=O)c2oc3ccccc3c2NC(=O)c2cc(=O)c3cc(Cl)ccc3o2)cc1 | 16.6% | -26.4% | -1.9% | 19.9% | 15.7 | nt | 0.7 | 0.6% | -0.1
Cc1noc(C)c1C(=O)NC(C)C1CCCO1 (centres undefined) | 6.6% | 7.8% | -2.1% | 20.6% | 2.0 | 7.0 | 0.3 | 0.9% | 1.3
CC(C)c1ccc(NC(=O)C2CCCN(S(=O)(=O)c3ccc4[nH]c(=O)oc4c3)C2)cc1 (centres undefined) | -4.1% | -1.7% | -0.2%[57.1 µM] | 1.4%[57.1 µM] | -4.7 | nt | nt | -0.7% | 0.0
O=[N+]([O-])c1ccc2nc(-c3ccc(Cl)cc3)[nH]c2c1 | 23.3% | -21.9% | 4.8% | 27.4% | -14.8 | 4.0 | 13.3 | -7.5% | 1.1
Cc1cccc(N2CCN(C(=O)CCNS(=O)(=O)c3ccc4c(c3)CCN4C(=O)C3CC3)CC2)c1C | -9.8% | -14.4% | -5.4%[57.1 µM] | 6.8%[57.1 µM] | 3.8 | nt | -1.8 | 35.2%[activator] | -0.6
Cc1ccc(C)c(NC(=O)C2CCCN(c3cnccn3)C2)c1 (centres undefined) | -2.4% | -11.4% | 6.5% | 33.5% | -10.9 | 3.8 | -0.8 | 3.8% | -0.3
C=CCNC(=O)COc1ccc(S(=O)(=O)N2CCCC2)cc1 | 4.3% | ? | 3.8%[57.1 µM] | 9.0%[57.1 µM] | -1.3 | -16.4 | 1.1 | -6.8% | 0.0
COc1ccc(-c2cc(C(F)(F)F)n3nc(C(=O)Nc4cccc(Cl)c4C)cc3n2)cc1 | 0.0% | -10.0% | 7.7%[11.4 µM] | 11.9% | 38.7* | nt | 0.2 | 1.3% | 1.5
COc1ccc(NC(=O)N(Cc2cccnc2)Cc2ccccc2Cl)c(OC)c1 | -18.8% | -18.2% | -4.7% | 10.4% | nt | nt | nt | -4.4% | nt
COc1ccc(NC(=O)COC(=O)C2CC(=O)N(c3ccc(OC(C)C)cc3)C2)cc1 (centres undefined) | -3.5% | -5.7% | 7.2%[57.1 µM] | 9.0%[57.1 µM] | -16.6 | -4.4 | -0.2 | -0.5% | 0.1
O=S(=O)(NCCc1ccccc1)c1ccc(-n2cnnn2)cc1 | -4.9% | -11.6% | 2.3% | 17.3% | 9.9 | 3.7 | 0.8 | -4.0% | -0.8
COc1ccc(N2CCN(C(c3ccc4ncccc4c3)c3nnnn3C(C)(C)C)CC2)cc1 (centres undefined) | -8.7% | -17.1% | -4.5% | 6.7% | -3.9 | 8.6 | -0.7 | -8.4% | 0.4
O=C(CSc1nc(-c2cccs2)cc(C(F)(F)F)n1)Nc1cc(OCC(F)(F)C(F)F)cc([N+](=O)[O-])c1 | 7.4% | -20.6% | -14.4% | -2.6% | -1.5 | 1.4 | 1.3 | -5.8% | 0.4
COc1ccc(/C=C(\C#N)C(=O)NCC2CCCO2)cc1OC (centres undefined) | 1.3% | -19.4% | -9.0% | -13.3% | 0.9 | -7.6 | 0.2 | 1.1% | 0.0
COc1cccc(NC(=O)NNC(=O)CCc2ccc(O)c(O)c2)c1 | 8.5% | -14.1% | 1.0% | -2.4% | -1.4 | 24.1 | 52.5* | ? | 0.5
COc1cc(CNc2ccccc2Oc2cc(=O)n(C)c(=O)n2C)cc(OC)c1OC | 9.9% | -0.2% | 2.9% | 1.5% | 3.2 | 5.9 | 0.7 | -2.8% | 0.6
O=C(Nc1ccc(F)cc1)c1ccc(Cn2nc(N3CCN(c4ccccc4)CC3)ccc2=O)o1 | 7.9% | ? | 0.4%[57.1 µM] | 16.8%[57.1 µM] | 0.6 | nt | -0.3 | 10.8% | -0.5
O=C(Nc1nnc(S(=O)(=O)N2CCCCCC2)s1)c1ccc(Cl)cc1 | 9.5%&34.8% | -12.6%&-7.2% | -2.0%&-7.7% | -0.2%&12.5% | 36.7*! | -7.6 | -2.0&1.0 | ? | 0.7&0.0
